# Screening data deposited in PubChem BioAssay by National Center for Advancing Translational Sciences (NCATS).
# POLB inh = blocks human DNA polymerase beta activity; Potency, µM (top dose mostly 114 µM), without a hit: at the highest dose activity change, negative = inhibition, hits mostly inhibitors; Pol beta primer extension/strand displacement, fluorescence kinetic; P06746; 340,000 compounds, 1.3% hits; AID 485314; note: % is set by controls: 0 for no effect and ±100 for the full control effect
#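 Values derive from four-parameter Hill fits of normalized kinetic data: reads at 0 and 10 min following addition of 50 nM substrate to 10 nM Pol beta preincubated 15 min with compound.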
# POLK inh = DNA polymerase kappa (human) inhibition. purified Pol kappa, fluorescent DNA synthesis assay, 10 min. Q9UBT6. 400,000 compounds, 0.53% hits. AID 588579. Potency, µM (top dose mostly 107 µM), for the others: top-dose activity, negative = inhibition, hits mostly inhibitors; note: % is set by controls: 0 for no effect and ±100 for the full control effect
#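 Kinetic fluorescence readout at 0 and 10 min followed reaction start with substrate at 50 nM final. Beforehand, enzyme (10 nM Pol kappa) stood 15 min with compound at room temperature; buffer-only wells were negative controls.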
# BLM helicase inh = inhibitors of human Bloom syndrome helicase BLM; P54132; recombinant BLM DNA unwinding, fluorescence dequenching; Potency, µM (series often up to 56.1 µM), for the others: at the highest dose activity change, negative = inhibition, most hits filed as inhibitors; 350,000 compounds, 0.2% hits; AID 2528;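 note: plate controls were vehicle for no effect and no enzyme for full effect; nearly all actives have a fitted effect of over 35% in size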
# Target sequence (P54132 whole entry, looked up): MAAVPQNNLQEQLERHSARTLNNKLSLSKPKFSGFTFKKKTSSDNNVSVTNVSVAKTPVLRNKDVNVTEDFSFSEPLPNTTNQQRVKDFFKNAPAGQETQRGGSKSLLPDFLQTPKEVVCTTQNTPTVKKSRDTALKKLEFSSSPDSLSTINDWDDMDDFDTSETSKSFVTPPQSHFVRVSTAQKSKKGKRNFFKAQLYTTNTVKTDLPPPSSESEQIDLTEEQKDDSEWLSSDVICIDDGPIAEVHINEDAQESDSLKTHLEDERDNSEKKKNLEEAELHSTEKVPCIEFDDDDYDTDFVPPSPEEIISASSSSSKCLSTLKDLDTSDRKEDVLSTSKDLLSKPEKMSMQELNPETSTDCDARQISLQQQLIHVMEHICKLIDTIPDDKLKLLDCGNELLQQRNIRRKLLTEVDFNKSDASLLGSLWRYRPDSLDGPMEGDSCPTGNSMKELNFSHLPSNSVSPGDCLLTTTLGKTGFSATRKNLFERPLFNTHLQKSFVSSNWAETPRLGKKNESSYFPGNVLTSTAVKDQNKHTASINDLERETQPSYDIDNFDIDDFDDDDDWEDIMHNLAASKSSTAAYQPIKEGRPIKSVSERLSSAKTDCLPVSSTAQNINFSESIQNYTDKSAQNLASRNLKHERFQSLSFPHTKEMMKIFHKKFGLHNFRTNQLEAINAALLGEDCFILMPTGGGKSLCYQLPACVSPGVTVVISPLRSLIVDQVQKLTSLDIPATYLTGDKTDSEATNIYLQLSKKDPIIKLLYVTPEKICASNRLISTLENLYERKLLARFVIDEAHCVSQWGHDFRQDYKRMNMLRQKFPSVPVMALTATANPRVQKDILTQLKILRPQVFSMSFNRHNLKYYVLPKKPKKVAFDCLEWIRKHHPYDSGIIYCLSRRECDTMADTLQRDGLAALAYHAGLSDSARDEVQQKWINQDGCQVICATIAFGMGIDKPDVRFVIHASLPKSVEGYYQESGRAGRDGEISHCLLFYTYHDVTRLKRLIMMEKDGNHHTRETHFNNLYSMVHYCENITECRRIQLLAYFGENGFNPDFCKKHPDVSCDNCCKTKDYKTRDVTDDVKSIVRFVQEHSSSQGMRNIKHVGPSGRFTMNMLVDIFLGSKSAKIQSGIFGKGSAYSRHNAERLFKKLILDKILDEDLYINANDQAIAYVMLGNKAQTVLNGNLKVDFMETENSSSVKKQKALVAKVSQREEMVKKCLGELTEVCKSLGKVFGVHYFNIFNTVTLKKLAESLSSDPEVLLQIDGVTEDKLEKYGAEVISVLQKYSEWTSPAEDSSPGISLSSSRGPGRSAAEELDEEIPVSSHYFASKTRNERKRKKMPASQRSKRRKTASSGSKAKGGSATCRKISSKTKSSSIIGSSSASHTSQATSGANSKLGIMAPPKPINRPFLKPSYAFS
# JMJD2A Tudor inh = inhibitors of human JMJD2A Tudor domain. O75164. AlphaScreen JMJD2A-Tudor / H3K4me3 peptide binding. Potency, µM (top dose mostly 114 µM), inactives show at the highest dose activity change, negative = inhibition, actives largely listed as inhibitors. 390,000 compounds, 4.4% hits. AID 504339; note: % is set by controls: 0 for no effect and ±100 for the full control effect; nearly all actives have a fitted effect of over 50% in size
# BAZ2B inh = blocks human BAZ2B | AlphaScreen BAZ2B-H3K14Ac peptide displacement | Potency, µM (doses to about 114 µM), for inactives: top-dose activity change, negative = inhibition, actives largely listed as inhibitors | Q9UIF8 | 360,000 compounds, 4.4% hits | AID 504333; note: % is set by controls: 0 for no effect and ±100 for the full control effect; nearly all actives have a fitted effect of over 60% in size
#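 In this displacement format the biotinylated H3(5-23) peptide acetylated at Lys14 serves as ligand at 50 nM, with BAZ2B at 50 nM in PBS pH 7.4 containing 0.01% Tween-20. Donor and acceptor beads are 10 ug/mL final.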
# Pol iota inh = DNA polymerase iota (human) inhibition | Pol iota fluorescent replication assay, 10 min | 390,000 compounds, 1% hits | Potency, µM (highest dose often 115 µM), inactives show top-dose activity, negative = inhibition, actives largely listed as inhibitors
#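 Pol iota at 10 nM preincubated 15 min with compounds at room temperature; reaction started with fluorescent substrate, 50 nM final. Fluorescence read kinetically at 0 and 10 min; buffer-only wells as negative control.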
# APE1 inh = APE1 (human) endonuclease inhibition; 350,000 compounds, 0.35% hits; P27695; Potency, µM (titrated, usually from 65.8 µM), without a hit: at the top dose activity change, negative = inhibition, most hits filed as inhibitors; recombinant APE1, TAMRA/BHQ-2 abasic DNA cleavage fluorescence;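 note: plate controls were vehicle for no effect and reference inhibitor for full effect; nearly all actives have a fitted effect of over 55% in size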
#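 Readout is kinetic fluorescence (ex 525, em 598 nm) from cleavage of 50 nM TAMRA/BHQ-2 THF abasic duplex by 0.75 nM APE1, compound added 15 min beforehand at RT.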
# G9a inh = inhibitors of human histone lysine methyltransferase G9a | 350,000 compounds, 8.8% hits | Q96KQ7 | Potency, µM (titrated, usually from 102 µM), for the others: at the top dose activity, negative = inhibition, hits mostly inhibitors | AID 504332 | G9a H3K9 monomethylation, AlphaScreen, 2 h; note: % is set by controls: 0 for no effect and ±100 for the full control effect; nearly all actives have a fitted effect of over 75% in size
#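 Chemiluminescent proximity detection of H3K9 monomethylation, read after 10 min bead incubation in the dark. Reaction: 20 nM G9a, 500 nM biotin-H3K9 peptide, 20 uM SAM cofactor, 2 h, room temperature, following 15 min enzyme-compound preincubation.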
# Pol eta inh = blocks human DNA polymerase eta activity | recombinant Pol eta, fluorescent DNA replication assay | Potency, µM (series often up to 114 µM), for the others: top-dose activity change, negative = inhibition, most hits filed as inhibitors | 390,000 compounds, 1.2% hits | AID 588591; note: % is set by controls: 0 for no effect and ±100 for the full control effect
#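 Pol eta at 10 nM preincubated with compounds 15 min at room temperature; reaction started with fluorescent substrate (50 nM final) and read kinetically at 0 and 10 min.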
# Starred values were filed as active, the others as inactive; ? = inconclusive; nt = not tested or not shown; & = joins results of further samples; [ ] = remark or other dose. Calls come from the whole dose curve; as a rule, active = well fitted curve in the direction sought with a large enough effect; inconclusive = small, poorly fitted or top-dose-only effect, or another doubt; inactive = no such curve, though single readings can be large; an effect the other way counts as inactive or inconclusive. Potency is the fitted concentration of half-maximal effect. Some of the compounds tested; rates above refer to the full screens.
smiles,POLB inh,POLK inh,BLM helicase inh,JMJD2A Tudor inh,BAZ2B inh,Pol iota inh,APE1 inh,G9a inh,Pol eta inh
CNNC(=S)NCCC1=CCCCC1,9%,9%,-7%,-11%,-10%,7%,1%,?,-16%
Cc1nc2nc(C)c(NS(=O)(=O)c3cccs3)c(=O)n2[nH]1,68%,-4%,-6%,-6%,0%,?,-16%,?,-9%
CC1(C)N=c2ccc([N+](=O)[O-])c(N)c2=[N+]1[O-],-23%,-1%,1%,-9%,?,-9%,-5%,-36%,-13%
CCOC(=O)C1(CCOC)CCN(C2C3CC4CC(C3)CC2C4)CC1 (configuration not stated),1%,6%,-2%,3%,-3%,80%[activator],-2%,-5%,-11%
CC(=O)Nc1ccc(SCC(=O)c2c(N)n(Cc3ccccc3)c(=O)n(C)c2=O)cc1,0%,-9%,-6%,-11%,-1%,43%[activator],3%,-28%[59 µM],-1%
COc1ccc(NC(=O)COC(=O)c2ncc(Cl)c(Cl)c2Cl)c(OC)c1,2%,-7%,-1%,-6%,-20%,28%,-3%,11%[59 µM],?
CCCCN(C(=O)c1cccs1)C1CCS(=O)(=O)C1 (configuration not stated),nt,-15%,nt,-9%,6%,19%,6%,6%,-11%
Cc1ccc(C)c(NC(=O)N2CCN(C)c3ncccc32)c1,16%,4%,-1%,-22%,-23%,29%,nt,-11%[59 µM],-13%
Cc1cc(OCC(=O)NCc2ccccn2)c2c(C)cc(=O)oc2c1,42%,-5%,5%,-22%,-15%[57.1 µM],28%,10%,39%,-17%
O=C(CSc1nnc(COc2cccc3cccnc23)o1)c1ccc(F)cc1,0%,7%,2%,-16%,-3%,80%[activator],13%,?,-15%
Cc1cc(=O)oc2cc(OCC3CC(c4ccc(Cl)cc4)=NO3)ccc12 (configuration not stated),-21%,-1%,0%,-11%,-33%,0%,-1%,?,-8%
CC1CCN(C(=O)Cn2cc(C#N)c3ccccc32)CC1,3%,-22%,2%,-27%,-3%,8%,4%,8%[59 µM],-1%
COc1ccc(Cn2c(-c3ccc(OC)cc3)nc3ccccc32)cc1,4%,-2%,-10%,-5%,-6%,22%,-11%,-9%[59 µM],-17%
Cc1cccc(OCC(=O)Nc2ccc(-c3nc4cc(C)ccc4o3)c(O)c2)c1,-18%,-14%,2%,-16%,0%,?,nt,32%[59 µM],-6%
CC(=O)Nc1ccc(NC(=O)CSc2nccn2C)cc1,4%,-16%,-1%,-18%,-20%,7%,nt,-7%[59 µM],-5%
O=C1CC(c2ccccc2)Cc2nc(NC3CC3)ncc21 (configuration not stated),38%,-5%,-5%,-21%,-16%,32%[activator],?,18%[59 µM],-4%
Cc1ccc(NS(=O)(=O)c2cccc(C(=O)N3CCCCCCC3)c2)cc1,nt,-13%,nt,-5%,12%,4%,-18%,-6%,-4%
CCCOC(=O)c1ccc(S(N)(=O)=O)o1,-18%,-13%,-3%,0%,-2%,10%,2%,6%[59 µM],-15%
COC(C[C@@H](O)C[C@H](O)[C@@H](C)OCc1ccccc1)OC,5%,-8%,-2%,-13%,-2%,-7%,2%,0%[59 µM],-1%
CCCCc1nc(Cl)c(C#N)c2c1CSC(C)(C)C2,1%,-10%,-2%,56%[activator],38%,?,1%,52%[activator],-11%
COc1cc2c(cc1OC)C(c1cccs1)N(C(=O)c1ccncc1)CC2 (configuration not stated),3%,-9%,-1%,-3%,-18%,73%[activator],3%,5%[12.7 µM],-26%
CCOc1ccc(C(=O)NCc2cccnc2)cc1[N+](=O)[O-],20%,-2%,-1%,-5%,-18%,65%[activator],10%,3%,-23%
CC(=O)Nc1ccc(S(=O)(=O)NCCC(=O)OCC(=O)c2ccc(F)c(F)c2)cc1,-14%,-13%,-4%,-2%,-5%,-19%,4%,21%[12.7 µM],-19%
CC(C)CNC(=O)C(=O)NCc1ccccn1,-1%,-4%,2%,-15%,7%,68%[activator],1%,?,-12%
Cc1ccc(CCNC(=O)C2CCN(S(=O)(=O)c3ccc4c(c3)NC(=O)CO4)CC2)cc1,-3%,6%,1%,0%,-3%,34%[activator],18%,45%[activator],5%
Cc1ccc(NC(=O)COC(=O)COc2cccc3c2OC(C)(C)C3)c(C)c1,nt,-1%,nt,-7%,9%,18%,28%,22%[2.33 µM],-18%
Cc1ccc(NC(=O)c2oc3ccc(S(=O)(=O)N4CCC5(CC4)OCCO5)cc3c2C)cc1C,1%&0%,-14%[60.1 µM],-4%&-1%,-28%&-10%,-1%&-8%,0%&8%,-8%,?,-18%&-10%
CCNc1nc(NCC)n2c(SCC(=O)NCC3CCCCC3)nnc2n1,-3%,0%,-1%,-13%,-1%,-8%,1%,5%,-4%
COc1cc(C(=O)Oc2ccccc2OC(=O)c2cc(OC)c(OC)c(OC)c2)cc(OC)c1OC,nt,-2%,nt,6%,nt,-5%,nt,nt,-11%
C=CCNc1nc2ccccc2nc1NS(=O)(=O)c1cccs1,10%,-9%,-9%,-7%,?,-3%,-2%,-41%[2.33 µM],7%
CC1=C(C(=O)O)N2C(=O)C(NC(=O)c3ccccc3Cl)C2SC1 (configuration not stated),-1%,1%,-4%,-20%,0%,-1%,34%,1.8µM*,-15%
COc1ccccc1S(=O)(=O)Cc1ccc(C(=O)NC(C)c2ccc3c(c2)OCCO3)o1 (configuration not stated),28%,-12%,-3%,-21%,-5%,8%,-8%,3%[59 µM],3%
Cc1ccc2[nH]c(CCN(C)C)c(CC#N)c2c1,-29%,-4%,-1%,-20%,-6%,43%[activator],2%,?,-2%
COC(=O)C1=C(C)OC(N)=C(C#N)C1c1cc(C)sc1C (configuration not stated),40%,-21%,-5%,-24%,-6%,-5%,?,-3%,-5%
OCC[C@H]1C[C@H](O)[C@@H](O)[C@@]2(CCCCO2)O1,5%,-4%,2%,-12%,4%,13%,0%,20%,-18%
Cc1cccc(-n2c(-c3ccoc3C)n[nH]c2=S)c1,32%,-3%,-1%,8.9µM*,-11%,5%,21%,6.3µM*,-18%
Cc1ccc(SCc2ccc(C(=O)Nc3cc([N+](=O)[O-])ccc3C)cc2)cc1,27%,-15%,0%,-1%,?,1%,-9%,-9%,-2%
CCn1cc(C2=NC(C)(C)CO2)c2ccccc21,0%,-9%,-2%,-6%,-2%,11%,1%,-7%,-16%
COc1ccc(N2CCN(S(=O)(=O)CCNC(=O)/C=C/c3ccc4c(c3)OCO4)CC2)cc1,nt,2%,nt,-12%,-11%,114%[activator],-6%,?,6%
COc1ccc(-n2c(=O)c3ccc(C(=O)NCc4ccc(C)cc4)cc3n(Cc3ccc(C)cc3)c2=O)cc1,-9%,5%,0%,6%,nt,0%,nt,3%[59 µM],-6%
O=C(NC(Cc1ccccc1)c1ccc2c(c1)OCCCO2)c1ccccc1 (configuration not stated),2%,-8%,-4%,-5%,8%,-2%[58.9 µM],-1%,19%[59 µM],-13%
CCCn1nc(C(=O)Nc2nnc(C3CC3)s2)c2ccccc2c1=O,nt,-7%,nt,-18%,-7%,6%,2%,-26%[2.33 µM],-5%
O/N=C/c1ccc(OCc2ccccc2F)c(Cl)c1,2%,-12%,-9%,-18%,-1%,5%,0%,17%[59 µM],-17%
Cn1cccc1CNC(=O)Nc1ccc(Cl)c(Cl)c1,?,0%,-5%,-3%,-30%,0%,-11%,21%[12.7 µM],2%
Cc1cccc(C)c1NC(=O)NN=C1CCCCC1,26%,-7%,-1%,-12%,-1%,28%,-6%,10%[12.7 µM],-11%
C#CC1(O)CC(C)N(C)C(C)C1 (configuration not stated),-2%,-14%,1%,-16%,-3%,13%,-2%,20%[12.7 µM],10%
COc1ccc(CN(CC(=O)NCc2ccc3c(c2)OCO3)C(=O)c2csnn2)cc1,26%,-15%,-3%,-2%,3%,174%[activator],2%,?,-24%
CC1=C(/C=C/C(C)=C/C=C/C(C)=C\C(=O)O)C(C)(C)CCC1,-18%[57.1 µM],7%[60.1 µM],2%&-13%,-29%,nt,?,1%&9%&5%&3%&-1%,12%[12.7 µM],?
CCn1c(SCC(=O)Nc2ccc3c(c2)OCO3)nnc1-c1cnccn1,-9%,1%,-4%,-5%,-6%,?,4%,10%[59 µM],-4%
CC(C)(C)NC(=O)NC(=O)COC(=O)c1cccc(S(=O)(=O)N2CCCCC2)c1,4%,-8%,-3%,-3%,-8%,17%,0%,2%,-27%
N#Cc1c(-c2ccc([N+](=O)[O-])cc2)nc2n(c1=O)CCS2,-4%,-9%[60.1 µM],-3%,-18%,-3%,-5%,8%,-7%,0%
CCOc1ccc(C(=O)COC(=O)c2cc([N+](=O)[O-])ccc2N2CCOCC2)cc1,nt,2%,nt,-24%,-25%,14%,12%,?,-25%
O=C1CCC([N+](=O)[O-])C(c2ccc(Cl)cc2Cl)N1 (configuration not stated),9%,-11%,-1%,-3%,-3%,3%,21%,-17%,-9%
CC(=O)C1=C(c2ccc(Cl)cc2)N(C(C)=O)n2c(nnc2C2CCCCC2)S1,4%,-8%[60.1 µM],-11%,-11%,-11%,5%,nt,-6%[59 µM],-11%
Fc1ccc(Cl)cc1/C=N/n1cnnc1SCc1ccccc1,0%,-6%,0%,-21%,-31%,12%,2%,-28%,4%

# 3 entries already listed, ordered by heavy-atom count, ascending.
smiles,POLB inh,POLK inh,BLM helicase inh,JMJD2A Tudor inh,BAZ2B inh,Pol iota inh,APE1 inh,G9a inh,Pol eta inh
OCC[C@H]1C[C@H](O)[C@@H](O)[C@@]2(CCCCO2)O1,5%,-4%,2%,-12%,4%,13%,0%,20%,-18%
CC(=O)C1=C(c2ccc(Cl)cc2)N(C(C)=O)n2c(nnc2C2CCCCC2)S1,4%,-8%[60.1 µM],-11%,-11%,-11%,5%,nt,-6%[59 µM],-11%
COc1ccc(-n2c(=O)c3ccc(C(=O)NCc4ccc(C)cc4)cc3n(Cc3ccc(C)cc3)c2=O)cc1,-9%,5%,0%,6%,nt,0%,nt,3%[59 µM],-6%
